DT40 TDP1 CPT – DT40-hTDP1 cell growth loss with CPT; 420,000 compounds, 12% hits; AID 686979; Potency, µM (series often up to 46.2 µM), for the others: top-dose activity change, negative = growth inhibition, actives largely listed as inhibitors; chicken DT40 Tdp1-/-;hTDP1 cells + 20 nM CPT, ATP luminescence, 48 h; note: nearly all actives have a fitted effect of over 55% in size
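Chicken DT40 Tdp1-/- cells stably complemented with human TDP1 were seeded at 400 cells/well in medium containing 20 nM camptothecin, exposed to pin-transferred compounds, and grown at 37 °C for at least 48 hr. Viability was read as ATP luminescence.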
TDP1 cell noCPT – qHTS for Inhibitors of human tyrosyl-DNA phosphodiesterase 1 (TDP1): qHTS in cells in absence of CPT; DT40 Tdp1-/- hTDP1 cells, no CPT, ATP luminescence, 48 h; Potency, µM (highest dose often 46.2 µM), for the others: at the highest dose activity change, negative = growth inhibition, usual class: inhibitors; 420,000 compounds, 15% hits; note: nearly all actives have a fitted effect of over 55% in size
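Chicken DT40 Tdp1-/- cells stably complemented with human TDP1 were seeded at 400 cells/well with DMSO in place of 20 nM camptothecin. After compound pinning, cells grew at least 48 hr at 37 °C; viability read by CellTiter-Glo luminescence.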
TDP1 inh – blocks human tyrosyl-DNA phosphodiesterase 1 | Q9NUW8 | recombinant TDP1, AlphaScreen DNA substrate cleavage | Potency, µM (doses to about 130 µM), inactives show at the highest dose activity change, negative = inhibition, usual class: inhibitors | 350,000 compounds, 0.28% hits | AID 485290; note: nearly all actives have a fitted effect of over 40% in size
Target sequence (Q9NUW8 whole entry, looked up): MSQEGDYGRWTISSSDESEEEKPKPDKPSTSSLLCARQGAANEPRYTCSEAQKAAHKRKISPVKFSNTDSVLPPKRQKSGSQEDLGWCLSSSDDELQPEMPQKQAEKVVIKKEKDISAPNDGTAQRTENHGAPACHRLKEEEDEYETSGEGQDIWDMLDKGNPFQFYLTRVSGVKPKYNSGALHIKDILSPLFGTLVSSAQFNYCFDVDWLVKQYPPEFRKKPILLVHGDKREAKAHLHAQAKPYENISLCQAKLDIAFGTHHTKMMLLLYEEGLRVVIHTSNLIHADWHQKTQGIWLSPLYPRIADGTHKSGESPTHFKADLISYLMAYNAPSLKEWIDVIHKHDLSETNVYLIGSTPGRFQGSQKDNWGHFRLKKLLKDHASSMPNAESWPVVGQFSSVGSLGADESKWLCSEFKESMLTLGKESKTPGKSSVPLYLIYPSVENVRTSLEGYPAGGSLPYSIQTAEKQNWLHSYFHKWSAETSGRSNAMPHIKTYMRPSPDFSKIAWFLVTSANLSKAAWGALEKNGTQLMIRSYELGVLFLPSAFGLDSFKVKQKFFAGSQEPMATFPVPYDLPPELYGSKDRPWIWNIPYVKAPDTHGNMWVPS
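Steps: enzyme plus compound, 15 min RT; add biotin/phosphotyrosine-FITC oligonucleotide (15 nM final), react 5 min; add donor/acceptor beads (10 ug/ml final), 10 min; read AlphaScreen. Tdp1 at 1 nM final.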
The depositor's hits bear a star; ? = inconclusive; / = not tested or not shown; & = joins results of further samples; [ ] = remark or other dose. Calls come from the whole dose curve; as a rule, active = well fitted curve in the direction sought with a large enough effect; inconclusive = small, poorly fitted or top-dose-only effect, or another doubt; inactive = no such curve, though single readings can be large; an effect the other way counts as inactive or inconclusive. % is set by controls: 0 for no effect and ±100 for the full control effect; potency is the fitted concentration of half-maximal effect.

Fields – DT40 TDP1 CPT, TDP1 cell noCPT, TDP1 inh
- COC(=O)c1ccc(Nc2c([N+](=O)[O-])ccc3nonc23)cc1
 : 3%, 1%, /
- O=C(O)CN1C(=O)/C(=C\c2cn(-c3ccccc3)nc2-c2ccccc2)SC1=S
 : -27%, -18%, 5%[0.0935 µM]
- CC1(C)CC(=O)c2c(oc3c(Cl)cc(NS(=O)(=O)c4ccc(Cl)cc4)cc23)C1
 : -26%, -27%, /
- CC(=Cc1ccccc1)C=C1SC(=S)N(CCCC(=O)Nc2ccc(C(=O)O)cc2)C1=O
 : ?, ?, /
- COc1ccc2c(-c3ccccc3)cc(=S)[nH]c2c1
 : -7%, -37%, /
- Cc1ccc(/C=C/C(=O)NCCc2ccccc2)o1
 : 5.8µM*, 29µM*, 0%
- COc1cccc(NC(=O)CN(C)C(=O)c2ccc(COc3ccccc3)o2)c1
 : ?, ?, 0%
- Cc1ccc(S(=O)(=O)N(C(=O)c2ccco2)c2cc3sc(=O)oc3c3ccccc23)cc1
 : 5.2µM*, 2.6µM*, 11%
- CNc1ncnc2c1ncn2[C@H]1C[C@H](O)[C@@H](CO)O1
 : ?, 7.3µM*, 9%
- COc1ccc(-c2cc3cc(OC)c(OC)cc3cn2)cc1OC
 : 7%, -19%, /
- CN(Cc1ccccc1)C(=O)COC(=O)c1ccc[nH]c1=O
 : 5%, 6%, 0%
- COc1ccc(C2(c3ccc(OC)cc3)NC(=O)N(CC(=O)Nc3ccccc3C)C2=O)cc1
 : -18%, -6%, 1%
- O=C(NCc1csc(-c2cccs2)n1)Nc1ccc(F)cc1F
 : ?, 12µM*, 0%
- CCCCCCNC(=O)n1cc(F)c(=O)[nH]c1=O
 : 11µM*, 15µM*, 9%[56.1 µM]
- O=c1[nH]c(=O)n(C2CCCCCC2)c(O)c1C=NCc1ccc(F)cc1
 : -26%, -9%, 3%
- COc1ccc(-c2noc(CSc3nnc(C)n3-c3cccc(C)c3)n2)cc1
 : ?, ?, 0%
- Cc1nnsc1NC(=O)OCc1ccc(C(F)(F)F)cc1
 : ?, ?, -1%
- CC1(C)CC(=O)C(C(=O)/C=C/NCCc2ccccc2)C(=O)C1
 : -25%, ?, 3%
- CCN1C(=O)C(CC(=O)Nc2ccc(OC)cc2)N(CCN2CCOCC2)C1=S (stereo not given)
 : -2%, -20%, 3%
- COc1ccc(CNC(=O)c2cc3ccccc3o2)cc1OC
 : -26%, ?, /
- COc1ccc(CCNC(=O)COc2cc(C)cc3oc(=O)cc(C)c23)cc1OC
 : ?, -19%, 4%
- COc1cc(/C=C2\SC(=S)N(CCC(=O)NC3CCCC3)C2=O)cc(OC)c1OC
 : ?, ?, 3%[0.0935 µM]
- CCCCCCNC(=O)CCCCCNS(=O)(=O)c1ccc(Br)cc1
 : -23%, ?, -3%
- COc1ccc(S(=O)(=O)n2ccc(-c3ccc(OCCN(C)c4ccccn4)cc3)n2)cc1
 : ?, ?, 3%
- COc1cccc(-c2cc(C(=O)O)c3cc4ccccc4cc3n2)c1OC
 : -10%, -18%, /
- COc1cccc(NC(=O)n2nc(N)cc2-c2ccc(Cl)cc2)c1
 : ?, ?, 7%
- CNC(=S)N1CCc2cc(OC)c(OC)cc2C1
 : 17%, -8%, 6%
- CCc1ccc(NC(=O)CO/N=C(\C)c2cc3ccccc3o2)cc1
 : ?, -102%, -2%
- O=C(Nc1cc2c(cc1Cl)OCCCO2)c1ccccc1
 : -20%, -30%, 5%
- CCOC(=O)c1ccc(NC(=S)NNC(C)(C)C)cc1
 : 5.8µM*, 5.8µM*, /
- CCOC(=O)CSc1ccc(C(=O)N2CCN(C)CC2)cc1[N+](=O)[O-]
 : 2%, 3%, 6%
- COc1ccc(CN(CC2CCC(C(=O)O)CC2)C(=S)Nc2cc(Cl)ccc2OC)cc1 (stereo not given)
 : -5%, 2%, 3%
- Cn1ccsc1=NC(=O)c1ccccc1F
 : 17%, 14%, 2%
- COC(=O)CSc1nnc(Cc2cc(=O)[nH]c(=O)[nH]2)n1-c1cccc(OC)c1
 : -19%, -6%, 1%
- Clc1cc2c(cc1/C=N/Nc1nc(N3CCOCC3)nc(N3CCOCC3)n1)OCO2
 : ?, ?, -1%
- O=C(Nc1nnc(S(=O)(=O)N2CCCC2)s1)c1ccccc1Br
 : 1%&-14%, -6%&-14%, 8%
- CC1CCN(c2c(NCC3CCC(C(=O)NCc4ccccc4Cl)CC3)c(=O)c2=O)CC1 (stereo not given)
 : -1%, -7%, -4%
- CCCCn1cnc2c(oc3nc4c(cc32)CCCC4)c1=O
 : -19%, -30%, 5%
- COc1cc(OC)c(NC2c3ccccc3C(=O)N2c2cc(C)ccn2)cc1Cl (stereo not given)
 : -8%, ?, 0%
- O=C(NNC(=S)Nc1ccccc1)c1ccco1
 : 11%, -15%, 9%
- COc1cc(F)ccc1S(=O)(=O)n1c(C)nc2ccccc21
 : ?, ?, /
- O=C(Nc1ccc(F)c(Cl)c1)c1ccc2sc([C@H]3C[C@H](O)[C@@H](CO)O3)nc2c1
 : 18µM*, 21µM*, /
- Cc1ccc(S(=O)(=O)N2CCN(C(=O)N3CCOCC3)C2C(C)C)cc1 (stereo not given)
 : -8%, -6%, 0%
- Cc1cc(C)n(Cc2ccc(Cl)nc2)n1
 : 0%, -4%, 3%
- Cn1c([N+](=O)[O-])cnc1COC(N)=O
 : -7%&-3%, 10%&-3%, 6%
- CS(=O)(=O)N(CC(=O)NCc1ccco1)c1ccccc1Cl
 : -22%, 0%, -2%
- Cc1ccc(C(C)(C)C)c(OCC(=O)NCCc2nc3ccccc3[nH]2)c1
 : 13µM*, 7.3µM*, -1%[2.28 µM]
- O=c1cc(N2CCCCC2)nc2n1CCCS2
 : ?, -30%, -2%
- O=C(O)CN1C(=O)C(=O)N(Cc2ccc(Cl)cc2Cl)C1=O
 : 9%, 2%, /
- CC(C)Oc1ccc(C(=O)/C=C2/C(=O)Nc3ccccc32)cc1
 : ?, 12µM*, /
- COc1ccccc1Nc1nc2c(S(=O)(=O)c3ccc(C(C)C)cc3)nnn2c2ccsc12
 : -4%, -5%, 0%
- O=C(CN1C(=O)C2(OCCO2)c2cc(Br)ccc21)NO
 : 19%, -12%, /
- O=c1[nH]c2ccccc2cc1CN(Cc1ccco1)S(=O)(=O)c1ccccc1
 : -21%, ?, 5%[0.0935 µM]
- CC(=O)Nc1c(O)c2cccc3c2n(c1=O)CCC3
 : 10%, -5%, /
- CN(Cc1ccc(C(F)(F)F)cc1)C(=O)[C@H]1O[C@@H](n2cnc3c(N)ncnc32)[C@H](O)[C@@H]1O
 : -3%, ?, /
- CC(C)CN(CC(C)C)c1ccc(/C=C/c2ccnc3ccccc23)cc1
 : 13µM*, 18µM*, /
- COc1ccc(CN2C(=O)C(CC(=O)NCCCN(C)C)CC(C(=O)N3CCCCCC3)=C2C)cc1 (stereo not given)
 : -6%, -12%, /
- CCOC(=O)C1=C(CNC(C)(C)CC(C)(C)C)NC(=O)NC1c1cccc([N+](=O)[O-])c1 (stereo not given)
 : ?, ?, 4%
- Cn1c(SCC(=O)Nc2ccc3c(c2)oc2ccccc23)nnc1-c1ccccc1
 : ?, ?, 7%
- CC(=O)Nc1cc(-c2nn(C)c(=O)c3ccccc23)ccc1N1CCCCC1
 : -19%, 0%, 2%

Reprinted from the part before: 5 compounds, followed by the next part.
Fields – DT40 TDP1 CPT, TDP1 cell noCPT, TDP1 inh
- CC(C)CN(CC(C)C)c1ccc(/C=C/c2ccnc3ccccc23)cc1
 : 13µM*, 18µM*, /
- COc1ccc(CN2C(=O)C(CC(=O)NCCCN(C)C)CC(C(=O)N3CCCCCC3)=C2C)cc1 (stereo not given)
 : -6%, -12%, /
- CCOC(=O)C1=C(CNC(C)(C)CC(C)(C)C)NC(=O)NC1c1cccc([N+](=O)[O-])c1 (stereo not given)
 : ?, ?, 4%
- Cn1c(SCC(=O)Nc2ccc3c(c2)oc2ccccc23)nnc1-c1ccccc1
 : ?, ?, 7%
- CC(=O)Nc1cc(-c2nn(C)c(=O)c3ccccc23)ccc1N1CCCCC1
 : -19%, 0%, 2%
- Cc1ccccc1NC(=O)Cn1c(=O)n(CCc2ccccc2)c(=O)c2ccccc21
 : ?, ?, 3%
- CCn1c(O)c(/C=C2\C=Nc3ccccc32)sc1=Nc1ccc(C)cc1
 : ?, ?, 5%
- Cc1ccc(-n2nc3c(c2NC(=O)c2ccco2)CS(=O)C3)c(C)c1 (stereo not given)
 : -20%, -8%, /
- Cc1ccc(Nc2ncnc3sc4c(c23)CCC(C)C4)cc1C (stereo not given)
 : -27%, -25%, /
- Cc1cc(NCC(=O)Nc2ccc(C)c(S(=O)(=O)N3CCOCC3)c2)ccc1Br
 : ?, 18µM*, /
- COc1ccc(NC(=O)CN2C(=O)COc3ccc(S(=O)(=O)NC4CCCC4)cc32)cc1OC
 : -8%, -10%, 6%
- CC1Cc2ccccc2N1C(=O)c1cnc2n(c1=O)CCS2 (stereo not given)
 : 1%, ?, 3%
- Cc1cc(C)n2[nH]c(=O)cc2n1
 : -11%, -10%, /
- Cc1ccc(S(=O)(=O)N(C)CC(=O)OCc2nnc(-c3ccccc3)o2)cc1
 : 1%, 0%, 5%
- COc1ccc2c(c1)c(=O)c(C(=O)O)c(-c1ccc3c(c1)OCO3)n2C
 : 3%, 0%, 4%
- CC(Oc1cccc(Cl)c1)C(=O)NCCCCc1ccccc1 (stereo not given)
 : -29%, ?, 0%
- Cc1ccc(/C=C/C(=O)O)cc1S(=O)(=O)NCCCO
 : 11%, ?, -1%
- O=C(CN1C2CCC1CC(NC(=O)Nc1ccccc1)C2)NCc1ccco1 (stereo not given)
 : -4%, -5%, -2%
- CC(C)OP(=O)(OC(C)C)C(C)NC(=O)Cc1ccccc1 (stereo not given)
 : -20%, -16%, -1%
- O=C(Nc1ccccc1Br)c1cc[n+]([O-])cc1
 : 4%, 4%, 3%
- Cc1cc(NC(=O)CSc2nc3ccccc3n2CCC#N)no1
 : 7%, 0%, 4%
- CCN(CC)c1ccc(/C=C(/C#N)c2nc3ccccc3[nH]2)c(OC(C)C)c1
 : 18µM*, 12µM*, 6%
- O=C(CSc1nc2cc3c(cc2c(=O)n1CCC1=CCCCC1)OCO3)NCc1ccco1
 : 2%, 3%, 3%
- CCCS(=O)(=O)N1CCCC(C(=O)NCCCOCC)C1 (stereo not given)
 : 3%, -15%, -2%
- CCOC(=O)C1=C[C@@H](C(C)C)N(S(=O)(=O)c2ccc(C)cc2)[C@H]1c1ccc(C(C)C)cc1
 : ?, 18µM*, /
- CC(C)[C@H](NC(N)=O)C(=O)NCCc1ccc(Cl)cc1
 : -10%, 1%, 8%
- CCCCC(=O)Nc1ccc(Cl)cc1F
 : -12%, 11%, /
- CCOC(=O)Nc1cc(C)ccc1OC
 : 5%, 6%, 14%
- OC(c1ccc(-c2ccccc2)cc1)c1ncc(-c2ccccc2F)[nH]1 (stereo not given)
 : ?, ?, /
- CC1CCN(C(=O)c2ccc(COc3ccccc3Cl)o2)CC1
 : ?, ?, 3%
- CC(C)CCNC(=O)c1ccc2c(SCC(=O)O)c3c(nc2c1)CCC3
 : -15%, 14%, /
- O=C(COc1ccc([N+](=O)[O-])cc1)Nc1ccc2c(c1)nc1n2CCOC1
 : ?, ?, -1%
- COc1cc(NC(=O)c2cc(OC)c(OC)c(OC)c2)cc(-n2cnnn2)c1
 : -3%, ?, 0%
- Cn1nnnc1SCC(=O)Nc1ccccc1C(=O)NC1CC1
 : 2%, 9%, 3%
- C=CCn1c(CCNC(=O)c2cccs2)n[nH]c1=S
 : -7%, -7%, 3%
- COc1ccc(CN(C)C(=O)[C@H]2O[C@@H](n3ccc(=O)[nH]c3=O)[C@H](O)[C@@H]2O)cc1OC
 : 19%, -5%, /
- CCOc1ccc(N2CC(NC(=O)c3ccc4c(c3)OCO4)CC2=O)cc1 (stereo not given)
 : -14%, -10%, 0%
- O=C1c2ccccc2C(=O)N1CC(O)Cn1nnc2ccccc21 (stereo not given)
 : 1%, -1%, 0%
- CSc1nc2sc(-c3ccccc3)cc2c(=O)n1N
 : ?, ?, 3%
- COc1cccc(C(=O)NCCSc2c(C)[nH]c3ccccc23)c1OC
 : ?, ?, 6%
- O=[N+]([O-])c1cc2c(c(CSc3nnc(Nc4ccccc4)s3)c1)OCOC2
 : -27%, ?, 9%
- Cn1c(SCc2ccccc2Cl)nc2c1c(=O)[nH]c(=O)n2C
 : 14%, 10%, /
- Clc1ccccc1-c1cc(NCc2ccccc2)ncn1
 : ?, ?, /
- CCN1C(=O)[C@H]2[C@@H](c3ccc(C)cc3)N3C(=O)N(c4ccccc4)C(=O)[C@@]3(C)[C@H]2C1=O
 : 14%, 2%, /
- CCN(C(=O)CCNC(=O)Cn1cnc2ccccc2c1=O)c1cccc(Cl)c1
 : 11%&3%, -6%&-14%, 10%
- NCC1OC(n2cnc3c(N)ncnc32)CC1O (stereo not given)
 : -7%, -19%, /

From PubChem BioAssay
